# Myeloid diff 2 – compounds promoting myeloid differentiation; ER-HoxA9 myeloid progenitors, lysozyme-GFP differentiation, flow cytometry; calls only at 10 µM; 1% of 360,000 active;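 active means normalized GFP-positive differentiation at or above the plate's own cutoff, the solvent-only control mean plus 3 SD; inconclusive means no clear call, values can overlap the other calls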;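 further: cells exposed to compound for four days before flow analysis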
# T cell HTS – T cell immune modulators affecting CD8 T cell-vesicle binding. 2C CD8+ T cell-vesicle binding, flow cytometry; active compounds read low. calls only at 7 µM. 0.068% of 330,000 active. AID 2052;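 active means response, share of CD8 T cells binding vesicles, and their 90th percentile fluorescence all below set limits, cut at about 80% in these data, passing the limit was not always enough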
#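 material = purified 2C TCR transgenic mouse naive CD8+ T cells | controls = Unloaded micro-vesicles (low), QL9 vesicles with 0.7% DMSO (high) | detection = cytometric PE anti-B7-1 and Alexa647 anti-CD8 signals after 1% paraformaldehyde fixation | incubation = binding step 1.5 h, 37 °C, antibody labelling 20 min, ice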
# Dynein transport – dynein cargo transport inhibition; z-score, hits read low; AID 1381; 3617.4 mouse cells, GR-EGFP nuclear translocation imaging; test concentration mostly 20 µM; stimulated with dexamethasone, 1 µM; active compounds read low; 0.47% of 220,000 active;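 active means plate z-score of nuclear minus cytoplasmic receptor signal below a set negative limit, without overly bright fluorescence or cell loss, cut at about -3.5 in these data, passing the limit was not always enough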;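 further: z-score of nuclear minus cytoplasmic ring GR-EGFP intensity difference per well; some compounds called inactive have numbers as strong as hits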
#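 Buffer or medium: tet-free, stripped-serum medium; reagent: dexamethasone at 1.0 µM final, 30 min; incubation: 48 h induction, 1 h compound, 30 min dex at 37 °C; measured by: formaldehyde fixation, Hoechst nuclear stain, 10x automated fluorescence imaging; read-out: nuclear-to-cytoplasmic GR-EGFP distribution per well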
# PMI inhibitors – inhibitors of human PMI, primary screen, biochemical, fluorescence intensity, coupled assay (AID 1209). purified PMI enzyme, coupled fluorescence intensity; higher % means a stronger effect. inhibition, % at 20 µM, or IC50 in µM where a hit was titrated. 0.42% of 190,000 active; in the data active means inhibition above about 50%;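 further: plate controls were DMSO vehicle for no effect and wells lacking substrate for full effect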
# Hep lipid drop – hepatic lipid droplet formation modulation; AML12 mouse hepatocytes, oleate lipid droplets, BODIPY imaging; inhibition, % at 6.5 µM; 0.4% of 240,000 active;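 active means lipid droplet intensity inhibited by at least 50%, with more than 500 cells counted; inconclusive means wells with under 300 cells, treated as cytotoxic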
#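 Test system: AML12 hepatocytes (mouse); reagent: oleate loading, 100 µM; dosing: one dose, 6.5 µM compound; incubation: overnight exposure; signal: fluorescence imaging, 20x objective, two fields per well; read-out basis: % inhibition of corrected integrated BODIPY droplet signal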
# Ins promoter up – MIN6 insulin promoter up-regulation; MIN6 insulin promoter-GFP reporter, high-content imaging; active compounds read high; z-score at 5 µM; 0.3% of 190,000 active; AID 1625;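 active means z-score above 3 at 5 µM with at least 500 cells counted in the well; inconclusive means wells under 500 cells, flagged as cytotoxic or low count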
# MT stabilize HCS – microtubule stabilization, imaging screen. % tubulin-high responders, % at 10 µM. HeLa tubulin immunostaining HCS, 24 h; share of cells brighter than vehicle mean+2SD. 0.83% of 200,000 active;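 active means plate Z-score above 3 for both tubulin-high and condensed-nucleus cell shares, with cell loss under 80%, at 10 µM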;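 further: anti alpha tubulin signal scored within the nucleus-defined area of each cell; some results filed as inactive read as strong as hits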
# bCat nuc transl – beta-catenin nuclear translocation modulation. HeLa beta-catenin nuclear translocation, immunofluorescence imaging. nuclear translocation activity, % at 5 µM. 0.3% of 190,000 active. AID 1665;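 active means nuclear translocation activity above 50% at 5 µM, with a well cell count of 50 or more; inconclusive means wells under 50 cells across six images, flagged as toxic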;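 further: per-cell ratio of nuclear to cytoplasmic median beta-catenin stain intensity; plate controls were DMSO negative control for no effect and GSK-3 inhibitor IX positive control for full effect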
#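 test system = HeLa cells, endogenous beta-catenin | dosing = single 5 µM dose plus 0.02–20 µM confirmation series | times = compound treatment 24 h, 37°C, 5% CO2 | technique = beta-catenin immunofluorescence imaging with DAPI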
# TNAP activation fold – human TNAP enzyme activators, primary screen, biochemical, luminescent, no phosphate acceptor, uHTS (AID 1001) | purified TNAP, luminescent activation assay, no phosphate acceptor; higher activation fold means a stronger effect | one-dose activation fold at 20 µM; EC50 in µM for titrated hits | 0.03% of 200,000 active; in the data active means activation fold from about 3, or a potency from the dose series; inactive means the rest, 99 in 100 with activation fold below about 1.6; further: many of its hits are not listed in these tables
# Dynein transport cytoplasmic EGFP – further read-out of Dynein transport, marked with its call; z-score; measured here: cytoplasmic GR-EGFP intensity; active compounds read high
# Dynein transport nuclear GR-EGFP – further read-out of Dynein transport, marked with its call; z-score; measured here: nuclear GR-EGFP intensity;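 lower value marks the stronger effect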
# Dynein transport cell count – further read-out of Dynein transport, marked with its call; z-score; measured here: cell count per field
# Ins promoter up cell count – also measured in Ins promoter up; calls as there; cell count; measured here: cytotoxicity, nuclei count;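 total cells summed across four imaged fields per well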
# Hep lipid drop cells 6.5 µM – second read-out of Hep lipid drop, no call of its own (marks repeat the call); cell count; measured here: cell count, cytotoxicity flag;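 cells counted across two imaged fields per well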
# bCat nuc transl cell count 5 µM – second read-out of bCat nuc transl, no call of its own (marks repeat the call); cell count; measured here: cell count, cytotoxicity flag
# T cell HTS vesicle-bound % – second read-out of T cell HTS, no call of its own (marks repeat the call); double positive events, %; measured here: CD8+ vesicle-bound cell fraction;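 binding gate set so that unloaded-vesicle control wells show 10% double positive cells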
# MT stabilize HCS Hoechst-high % – recorded beside MT stabilize HCS, whose call it bears; % Hoechst-high responders; measured here: nuclear condensation Hoechst responders;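 share of cells brighter than vehicle mean plus two SD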
# MT stabilize HCS cytotoxicity % – second read-out of MT stabilize HCS, no call of its own (marks repeat the call); toxicity, %; measured here: cytotoxicity by cell density;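 0% = mean cell density of plate MIN control wells and 100% = no cells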
# Myeloid diff 2 GFP+ MAC1+ % – further read-out of Myeloid diff 2, marked with its call; GFP+ MAC1+ double positive, %; measured here: differentiation confirmed by MAC1 staining
# * marks the source's active call; other numbers are inactive results; i = inactive; ? = inconclusive; · = no result given; + = active, no number.
SMILES,Myeloid diff 2,Myeloid diff 2 GFP+ MAC1+ %,T cell HTS,T cell HTS vesicle-bound %,Dynein transport,Dynein transport cytoplasmic EGFP,Dynein transport nuclear GR-EGFP,Dynein transport cell count,PMI inhibitors,Hep lipid drop,Hep lipid drop cells 6.5 µM,Ins promoter up,Ins promoter up cell count,MT stabilize HCS,MT stabilize HCS Hoechst-high %,MT stabilize HCS cytotoxicity %,bCat nuc transl,bCat nuc transl cell count 5 µM,TNAP activation fold
Cc1ccc(O)c(N=CC2=C(O)c3ccccc3C2=O)c1,i,1.2,i,47,-0.64,-0.16,-0.33,-0.27,-20%,·,·,-0.84,1404,2.3,1.4,6.5,-7.6,941,0.9
O=c1c2cc(Br)ccc2[nH]c(=S)n1Cc1ccccn1,i,1.2,i,19,0.33,0.73,-0.082,-0.33,4%,10,646,0.14,1265,2.1,3.3,11,0.9,1021,1
CCSc1cc(N2CCCC2)nc(-c2ccc(C)cc2)n1,i,0.2,i,39,-0.78,-0.19,-0.76,1.2,-7%,19,718,0.06,1115,1.4,2.7,4.3,-4.7,594,1
N=C1N(/N=C/c2ccccc2)C(=Nc2ccccc2)C(=S)N1c1ccccc1,i,0.5,i,19,-0.66,-0.14,0.0025,-1.1,-9%,-2,734,?,·,6.5,2.3,2.8,-1.4,1309,1.8
O=C(Nc1nnc(SCc2ccc(F)cc2)s1)c1ccc2c(c1)C(=O)N(c1ccccc1Cl)C2=O,i,0.3,i,17,0.095,-0.19,0.0035,-0.84,10%,-1,668,0.86,1541,3.2,2.1,5.2,0.6,928,1
COc1ccc(C2CC(=O)Nc3n[nH]c(-c4ccccc4)c32)cc1OC (stereo not drawn),i,0.4,i,23,-0.1,-0.19,0.16,0.86,11%,3,719,-1.4,1463,2.2,2.2,6.1,1.3,1026,0.4
O=C(Cn1c(-c2cscn2)nc2ccccc21)Nc1ccccc1F,i,6.6,i,8,-0.11,-0.21,-0.83,0.16,7%,·,·,·,·,4.5,1.8,9.1,·,·,1.1
O=C(COC(=O)C1=COCCO1)NC(=O)c1ccc(OC(F)F)cc1,i,0.1,i,32,-0.28,-0.31,0.013,0.48,-5%,8,688,-0.21,1274,3.7,1.9,5.8,-1.2,1091,1.2
O=C(CSc1ccc2nnc(-c3ccccn3)n2n1)N1CCOCC1,i,1.8,i,40,-0.17,-0.29,-0.091,0.51,3%,·,·,-0.15,856,2.2,2.5,4.4,·,·,1
C=CCOCCN(CCOCC=C)C1=NS(=O)(=O)c2ccccc21,i,0.1,i,22,0.53,-0.24,0.44,-0.28,-4%,-6,683,-0.08,1308,4.1,1.8,4.7,2.4,1002,1
Cc1cccc(N(C(=O)c2snc(C(N)=O)c2N)C(C)C(=O)NCC2CCCO2)c1 (stereo not drawn),i,0.3,i,42,2.4,-0.28,0.56,-0.18,2%,3,708,-0.47,1456,7.8,1.1,5.9,0.4,1471,1.1
COc1ccc(Cc2nnc(NC(=O)c3cc(OC)c(OC)c(OC)c3)s2)cc1OC,i,0.8,i,36,-0.25,-0.36,-0.28,1,14%,-9,565,-0.16,1443,2.8,3.0,1.2,53*,371*,1.1
CCCOc1ccc(CCC(=O)O)cc1,i,0.1,i,34,2.4,-0.061,1.8,-1.9,9%,-10,711,-0.11,1491,2.3,0.8,1.4,0.9,978,1
Cc1c(N2C(=O)SC(CC(=O)O)C2=O)c(=O)n(-c2ccccc2)n1C (stereo not drawn),i,0.8,i,7,-0.68,-0.23,-0.93,-0.027,-7%,·,·,-0.14,1438,4.6,3.2,3.5,-3.2,799,1
Cc1cccc(-n2c(N)cc(=O)nc2SCC(=O)Nc2ccccc2)c1,i,1.0,i,56,0.57,-0.16,0.82,0.33,0%,0,812,-0.27,912,3.1,2.1,9.5,·,·,1.1
O=C(Nc1cc(S(=O)(=O)N2CCOCC2)ccc1N1CCCC1)C1CC1,i,0.4,i,9,1.1,-0.26,-0.043,-1.4,6%,10,631,·,·,4.6,2.1,5.5,-1.1,1058,1.1
Cc1c(C=O)c2ccccc2n1CC(=O)NC(C)c1ccccc1 (stereo not drawn),i,0.1,i,58,0.52,-0.17,0.83,-0.6,8%,-22,646,·,·,2.9,1.6,6.5,0.8,1515,1.1
Cc1ccc(C)n1C(Cc1ccccc1)C(=O)O (stereo not drawn),·,·,·,·,-0.23,-0.091,-0.03,0.53,1%,·,·,·,·,2.0,1.9,7.0,·,·,0.8
CC(Oc1ccc(Br)cc1)C(=O)NCc1ccccn1 (stereo not drawn),i,0.9,i,62,-0.82,-0.24,-0.61,0.98,2%,-1,699,·,·,2.1,1.7,1.6,0.0,1538,1.1
Cc1cccc(NC(=O)NC(C)CCc2ccccc2)c1 (stereo not drawn),i,0.6,i,28,0.54,-0.17,0.2,-1.1,15%,-32,616,0.13,1484,3.5,2.1,11,-0.4,1061,1.4
CC(C)N(C(=O)CSc1nc2ccccc2n1Cc1ccccc1F)C(C)C,i,1.1,i,24,-0.41,-0.22,-0.19,-0.26,5%,-39,674,-0.98,785,2.5,2.5,4.1,-1.7,1215,1
COc1cccc(N2CCN(CC(=O)C34CC5CC(CC(C5)C3)C4)CC2)c1,i,1.3,i,33,0.56,-0.068,0.42,0.45,15%,15,798,·,·,2.9,1.8,8.4,·,·,1.1
NS(=O)(=O)c1ccc(CCNC(=O)CC(NC(=O)c2ccccc2Cl)c2ccccc2)cc1 (stereo not drawn),i,0.6,i,56,-0.39,-0.3,-0.32,0.67,·,3,692,0.61,1009,·,·,·,0.7,1241,·
CC(=O)N(c1ccccc1)c1ccc([N+](=O)[O-])cc1[N+](=O)[O-],+,0.3*,i,46,0.83,-0.21,0.51,-0.82,-9%,5,673,0.08,1258,2.1,1.8,3.6,0.0,993,1
CC1=Nc2ccccc2N=C(NC(=O)CSC(=S)N2CCN(C)CC2)C1c1ccccc1 (stereo not drawn),i,0.7,i,34,-0.061,-0.22,-0.047,-0.19,·,-16,719,-0.74,1389,·,·,·,2.2,1261,·
COc1ccc2c(c1)[nH]c1c(=O)n(/N=C/c3ccc(OC)c(COc4ccccn4)c3)cnc12,i,0.0,i,56,-0.085,-0.29,-0.39,0.27,-9%,13,652,0,1257,4.9,2.0,4.9,-3.3,479,1
O=C(CS(=O)(=O)c1ccccc1)Nc1ccc(Br)cn1,i,0.9,i,52,-1.2,-0.14,-0.9,0.95,4%,-4,717,0.54,1342,2.8,3.7,2.1,0.5,456,1
O=C(COc1ccc(Br)cc1CNCCc1ccccc1)NCc1ccccc1,i,0.0,i,18,-0.31,-0.26,-0.15,0.53,-4%,-17,641,-2,1337,2.0,2.4,12,3.8,769,1.3
CN(C)c1ccc(/C=[N+](\[O-])C2SC(=S)N(C)C2(C)C)cc1 (stereo not drawn),i,1.4,i,29,0.33,-0.15,-0.078,0.16,-10%,·,·,0.32,1275,2.7,1.0,2.7,0.7,1109,1.1
CCOC(=O)C1(Cc2ccccc2C(F)(F)F)CCN(C2CCSC2)CC1 (stereo not drawn),i,0.2,i,48,-0.99,-0.25,-0.52,0.66,11%,-19,705,-0.24,1389,4.0,1.8,0.7,3.9,1136,1
O=C(CCc1c[nH]c2ccccc12)Nc1ccc(S(=O)(=O)Nc2ncccn2)cc1,i,0.5,i,60,0.77,0.047,0.095,0.15,8%,39,741,0.44,1621,5.2,1.6,8.5,-1.7,1049,1.1
Cc1cccc(Nc2ccc([N+](=O)[O-])cc2C(=O)O)c1,i,0.3,i,45,-1.1,-0.27,-0.86,0.48,3%,-2,674,-0.12,1290,2.4,2.3,0.3,-0.4,936,1
Cc1cccn2c(CN3CCCC(c4ccccc4)C3)c(C(=O)N3CCOCC3)nc12 (stereo not drawn),i,0.6,i,54,-0.55,-0.27,-0.45,0.85,2%,-25,672,0.28,1490,3.8,2.5,5.3,1.4,934,1

# Compound profiles, as listed above. Values in the order: Myeloid diff 2	Myeloid diff 2 GFP+ MAC1+ %	T cell HTS	T cell HTS vesicle-bound %	Dynein transport	Dynein transport cytoplasmic EGFP	Dynein transport nuclear GR-EGFP	Dynein transport cell count	PMI inhibitors	Hep lipid drop	Hep lipid drop cells 6.5 µM	Ins promoter up	Ins promoter up cell count	MT stabilize HCS	MT stabilize HCS Hoechst-high %	MT stabilize HCS cytotoxicity %	bCat nuc transl	bCat nuc transl cell count 5 µM	TNAP activation fold
# CCOC(=O)C1(Cc2ccccc2C(F)(F)F)CCN(C2CCSC2)CC1 (stereo not drawn) reads i	0.2	i	48	-0.99	-0.25	-0.52	0.66	11%	-19	705	-0.24	1389	4.0	1.8	0.7	3.9	1136	1
# O=C(CCc1c[nH]c2ccccc12)Nc1ccc(S(=O)(=O)Nc2ncccn2)cc1 reads i	0.5	i	60	0.77	0.047	0.095	0.15	8%	39	741	0.44	1621	5.2	1.6	8.5	-1.7	1049	1.1
